# Source: PubChem BioAssay
# PrPC TRFRET: cell surface PrPC inhibition, primary TR-FRET screen. TR-FRET read-out. inhibition, % at 13.8 µM. hit rate 0.43% among 370,000. AID 720596; in the data active = inhibition above about 24%; also: 0% = median of the test wells and 100% = reference compound wells
# PfHsp40 yeast: compounds rescuing yeast from Plasmodium falciparum HSP40 toxicity; S. cerevisiae expressing PfHsp40, growth rescue, ATP luminescence; growth rescue, % at 12.5 µM; hit rate 0.68% among 340,000; AID 504582; in the data active = growth rescue above about 28%, passing the limit was not always enough;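 also: yeast W303a lacking pdr1 and pdr3 grown in galactose medium; growth measured after three days at 30 °C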
# Yp Topo-I inh: Y. pestis Topo-I inhibition via cleavage products; Y. pestis Topo-I cleavage product accumulation, plate reader; activity, % at 10 µM; hit rate 0.064% among 360,000; AID 504884; in the data active = activity above about 50%, passing the limit was not always enough; also: inactives centre near 2
# BoNT A protease: blocks Botulinum neurotoxin A light chain protease. multiplex microsphere protease substrate cleavage, flow cytometry. inhibition, % at 10 µM. hit rate 0.17% among 360,000. AID 588499; also: plate controls were buffer without enzyme for full effect and enzyme alone for no effect
# Anthrax LF prot: inhibitors of Bacillus anthracis lethal factor protease. multiplex microsphere protease cleavage assay, LF. AID 588501. hit rate 0.12% among 360,000. inhibition, % at 10 µM; also: plate controls were buffer without enzyme for full effect and enzyme alone for no effect
# Target sequence (P15917 whole entry, looked up): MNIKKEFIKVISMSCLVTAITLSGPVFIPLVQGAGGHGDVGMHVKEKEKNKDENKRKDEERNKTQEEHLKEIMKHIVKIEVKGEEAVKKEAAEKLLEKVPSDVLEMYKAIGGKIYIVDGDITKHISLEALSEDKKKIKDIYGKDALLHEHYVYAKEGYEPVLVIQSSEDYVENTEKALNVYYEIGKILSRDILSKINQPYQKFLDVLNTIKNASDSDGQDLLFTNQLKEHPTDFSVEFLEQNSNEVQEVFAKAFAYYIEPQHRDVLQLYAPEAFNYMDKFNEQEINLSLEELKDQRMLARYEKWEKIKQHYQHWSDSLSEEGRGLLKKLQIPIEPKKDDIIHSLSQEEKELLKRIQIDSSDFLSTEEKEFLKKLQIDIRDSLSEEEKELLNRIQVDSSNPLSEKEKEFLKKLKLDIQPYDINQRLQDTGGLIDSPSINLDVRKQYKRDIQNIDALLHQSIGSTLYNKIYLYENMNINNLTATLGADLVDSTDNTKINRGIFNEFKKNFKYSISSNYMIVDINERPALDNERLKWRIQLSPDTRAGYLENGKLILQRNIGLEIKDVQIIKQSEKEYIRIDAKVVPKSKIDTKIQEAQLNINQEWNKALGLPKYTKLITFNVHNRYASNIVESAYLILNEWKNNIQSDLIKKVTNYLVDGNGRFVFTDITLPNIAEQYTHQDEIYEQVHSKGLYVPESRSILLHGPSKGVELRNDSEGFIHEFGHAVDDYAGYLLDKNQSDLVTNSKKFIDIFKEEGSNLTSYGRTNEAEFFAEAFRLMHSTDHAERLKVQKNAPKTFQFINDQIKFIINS
# Vc quorum ag: quorum light induction in luxS cqsA deficient V. cholerae | V. cholerae BH1578 lux reporter, luminescence, 6 h | activation, % at 18.7 µM | hit rate 0.16% among 350,000; in the data active = activation mostly above about 9.7%, no sharp cut-off; also: not every result past the cut was called active; inactives centre near 0; reference of the scale not given here
# PriA SSB inh: inhibitors of Klebsiella pneumoniae PriA binding to SSB C-terminal tail; AlphaScreen SSBct-PriA binding, biotinylated peptide; inhibition, % at 33 µM; hit rate 0.6% among 430,000; in the data active = inhibition mostly above about 37%, no sharp cut-off; inactive = mostly below about 20%;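 also: plate controls were negative control peptide for no effect and reference peptide for full effect; strong numbers were not always called active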
# TcdB inh: blocks C. difficile toxin B glycohydrolase activity; P18177; TcdB glycohydrolase enzymatic assay, plate reader; inhibition, % at 9.99 µM; hit rate 0.24% among 350,000; AID 652162; in the data active = inhibition above about 10%
# SARS 3CLpro inh: SARS-CoV 3CLpro protease inhibition; P0C6X7; recombinant SARS-CoV 3CLpro, quenched FRET peptide cleavage; inhibition, % at 6 µM; hit rate 0.14% among 290,000; in the data active = inhibition above about 12%
# Active calls of the source: *; i = inactive; · = not tested or not shown; & = joins results of further samples. Rule as the data show it, unless noted: active = inhibition above about 30%; inconclusive = no clear call, values can overlap the other calls; inactive = below that. The list is partial (hit frequency here may not be typical).
SMILES,PrPC TRFRET,PfHsp40 yeast,Yp Topo-I inh,BoNT A protease,Anthrax LF prot,Vc quorum ag,PriA SSB inh,TcdB inh,SARS 3CLpro inh
Cc1ccccc1Cn1nc(C)c(NC(=O)c2noc3c2CCCC3)c1C,6,0.5,31,-0.5,1,i,-15,·,-3
CC(C)(C)c1ccc(C(O)c2ncc(-c3ccccc3)[nH]2)cc1 (stereo not drawn),-5,·,-2,-0.5,2,-1.3,·,1.2,·
O=C(Nc1cn(-c2ccccc2)nc1-c1ccc(F)cc1)c1ccccc1,3,1.6,-5,2.0,7,-0.5,-3,-3.4,0
Cc1ccc(C)c(S(=O)(=O)NC(C)CCc2ccccc2)c1 (stereo not drawn),6,-1.4,24,-0.8,10,-0.2,-12,1.0,9
Nc1nc(SCC(=O)NNc2c(Cl)cc(Cl)cc2Cl)n[nH]1,-7,-1.4,-4,-0.4,1,-0.2,-16,-0.6,2
CCCCN1C(=O)c2ccc(C(=O)Nc3cccc(C)c3C)cc2C1=O,-8,-0.4,3,-1.0,-2,-4.2,-13,·,-5
CCN1CCN(C(=O)CSc2cc(=O)n(CC)c3ccccc23)CC1,-14,-1.1,2,-0.5,1,-0.6,-2,·,4
O=C(Nc1ccc(NS(=O)(=O)c2ccc([N+](=O)[O-])cc2)cc1)c1ccco1,-26,-0.2,-4,1.7,-4,·,-2,-0.1,1
Cc1ccc(C(=O)NCC(=O)OCC(=O)Nc2cc(C)c(C)cc2[N+](=O)[O-])cc1,-12,1.5,15,0.7,0,-0.3,14,0.8,3
Cc1cccc(OC(C)C(=O)Nc2nccs2)c1 (stereo not drawn),-3,-2.2,0,-2.1,-2,4.3,-8,-3.2,2
CC(=O)NC12CC3CC(C1)CC(C(=O)N1CCN(S(=O)(=O)c4ccccc4[N+](=O)[O-])CC1)(C3)C2,-24,0.0,15,-0.1,0,0.4,-3,1.6,·
CC(=O)c1cccc(-c2ccnc3c2CC(C(=O)NCCC(F)(F)F)O3)c1 (stereo not drawn),3,·,0,0.0,-2,-0.8,·,-2.6,·
C[C@H]1CN([C@@H](C)CO)S(=O)(=O)c2ccc(C#CC3(O)CCCC3)cc2O[C@@H]1CN(C)C(=O)Cc1cccnc1,-5,·,16,0.4,3,i,·,0.7&0.9&0.0,·
COc1ccc2oc(C(=O)OCC(=O)N3CCCC3=O)c(C)c2c1,7,0.8,-5,·,·,-2.3,-14,2.1,·
O=C(NCCc1ccc(Cl)cc1)c1cccc(S(=O)(=O)N2CCCC2)c1,10,·,-5,-0.3,-1,-0.3,·,-1.1,·
Cn1cc(C(=O)NS(=O)(=O)Nc2ccc(Br)cn2)c2ccccc21,7,-0.2,2,-0.1,-3,i,-6,4.3,1
CC(C)(C)n1nnnc1C(c1ccccc1)N1CCN(c2ccc(C(F)(F)F)cn2)CC1 (stereo not drawn),2,·,·,-0.4,-4,·,·,0.7,·
O=C(Nc1nc(-c2ccccc2)cs1)c1cccc(S(=O)(=O)N2CCN(Cc3ccccc3)CC2)c1,8,1.7,0,-0.9,-5,i,-2,·,-1
O=C(CS(=O)(=O)Cc1ccccc1)N1CCN(C(=O)c2ccco2)CC1,4,-0.7,4,-0.2,-7,-0.2,-4,·,-1
Cc1cc(CN2C(=O)c3ccccc3C2=O)on1,5,-0.1,0,-0.3,-10,-0.7,-30,·,-1
COc1ccc2c(c1)[C@H]1[C@H](CO2)[C@H](c2ccccc2)[C@]2(C)C(=O)N(CC3CCCO3)CC(=O)N12 (stereo partly drawn),8,-0.7,25,-0.4,4,i,2,1.3,·
CCN(CC)c1c([N+](=O)[O-])c(=O)n(CC)c2ccccc12,-4,·,4,0.5,-6,1.2,4,6.6,-2
NCC(c1ccccc1Cl)c1c[nH]c2ccccc12 (stereo not drawn),8,-1.0,3,0.9,14,-0.4,13,1.2,1
Oc1ccc(-c2n[nH]c(=S)n2-c2ccc3c(c2)OCCO3)cc1,0,-1.2,3,-0.1,-2,-0.2,0,2.9,4
C=C(C)Cn1c(N2CC(C)CC(C)C2)nc2c1c(=O)[nH]c(=O)n2C (stereo not drawn),2,1.4,23,0.1,-7,-0.2,2,1.6,·
CCN(Cc1ccccc1)S(=O)(=O)c1cc(C(=O)NC(C)C2CC3CCC2C3)ccc1OC (stereo not drawn),8,-0.1,36,-0.5,1,-0.2,-8,·,2
COC(=O)c1cc(Nc2cc(C)c3ccc(O)cc3n2)cc(C(=O)OC)c1,0,1.5,3,-0.3,0,3.3,1,0.1,0
COCc1cc(C)nc(SCC(=O)Nc2ccc3c(c2)n(C)c(=O)n3C)c1C#N,-5,0.5,3,-0.3,-5,·,-20,0.2,3
CCC(=O)Nc1nnc(C)s1,-5,-1.4,-2,0.2,8,0.6,-14,·,-6
N#C/C(=C\c1ccccc1O)C(=O)Nc1cccnc1,12,1.5,0,-0.3,2,-0.2,10,0.4,4
CC(C)Nc1nc(Nc2ccc(Cl)cc2F)c2sccc2n1,11,·,-2,-0.1,-5,-0.5,·,0.6,·
CCOCCn1c(CN2CCN(c3cccc(Cl)c3)CC2)nc2c1c(=O)n(C)c(=O)n2C,-2,1.5,16,0.7,-10,i,0,1.5,-1
CC(C(=O)O)n1cnc2sc3c(c2c1=O)CCCC3 (stereo not drawn),9,-0.8,-8,-1.5,5,i,-10,-1.2,-8
Cc1nc(NC(=O)c2cc3c(s2)CCCCC3)sc1C(=O)N(C)C,4,0.0,1,0.5,0,-0.2,-4,·,3
Cc1ccccc1C1=NC(C(F)(F)F)(C(F)(F)F)c2c(n(C)c(=O)n(C)c2=O)N1,10,-0.5,0,0.3,0,-0.2,-2,-0.5,0
Cc1cc(C(=O)N2CCC2(C)C(=O)NCc2cccc3ccccc23)nn1C (stereo not drawn),2,·,3,-0.1,-3,i,·,1.1,·
CCN(C(=O)CN1CCN(C)CC1)c1cccc2ccccc12,-2,-0.4,-3,0.1,-4,i,-23,·,-3
CCCN(CCC)C(=O)c1cc2c(=O)[nH]c3ccc(C)cc3c2s1,1,0.9,23,0.3,-1,-0.4,3,1.8,0
Cc1ccc(NC(=O)C2CCN(S(=O)(=O)c3ccc4c(c3)CC(C)N4C(=O)C3CCC3)CC2)nc1 (stereo not drawn),5,1.7,16,0.6,-1,-0.3,4,-1.0,-8
COC(=O)/C(=C\Nc1ccc(Cl)c2ccccc12)c1ncc(C(F)(F)F)cc1Cl,·,-0.7,3,1.6,1,0.4,-1,·,-2

# Sorted by count of non-hydrogen atoms (low to high): 3 of the compounds above
SMILES,PrPC TRFRET,PfHsp40 yeast,Yp Topo-I inh,BoNT A protease,Anthrax LF prot,Vc quorum ag,PriA SSB inh,TcdB inh,SARS 3CLpro inh
N#C/C(=C\c1ccccc1O)C(=O)Nc1cccnc1,12,1.5,0,-0.3,2,-0.2,10,0.4,4
COCc1cc(C)nc(SCC(=O)Nc2ccc3c(c2)n(C)c(=O)n3C)c1C#N,-5,0.5,3,-0.3,-5,·,-20,0.2,3
Cc1ccc(NC(=O)C2CCN(S(=O)(=O)c3ccc4c(c3)CC(C)N4C(=O)C3CCC3)CC2)nc1 (stereo not drawn),5,1.7,16,0.6,-1,-0.3,4,-1.0,-8

# New compounds follow
SMILES,PrPC TRFRET,PfHsp40 yeast,Yp Topo-I inh,BoNT A protease,Anthrax LF prot,Vc quorum ag,PriA SSB inh,TcdB inh,SARS 3CLpro inh
COc1ccc(N2C(=O)CC(Sc3nnc(-c4ccccc4F)n3C)C2=O)cc1 (stereo not drawn),-2,5.9,-9,-0.4,-1,-0.3,-7,0.9,-3
CCOC(=O)c1cc(-c2ccc(OC)cc2)nn1-c1ccccc1C(=O)O,4,0.3,-9,0.2,1,-0.5,-17,-9.7,5
Cc1ccc(-n2nc(C)cc2NC(=O)COc2cc(C)cc3oc(=O)c4c(c23)CCC4)cc1,4,-0.2,-3,0.7,-1,-1.7,-6,·,1
CC(C)c1ccc(NC(=O)CSc2ncccc2C(=O)Oc2cccc([N+](=O)[O-])c2)cc1,-4,0.5,8,-0.1,0,-0.7,-9,1.0,-6
COc1ccc(C(=O)NC2CCN(S(=O)(=O)c3ccc(F)cc3)CC2)cc1,-4,-0.1,6,1.3,-5,-0.3,-10,0.3,-4
O=[N+]([O-])c1cnccc1NC1CCCCC1,-30,-0.1,11,-1.0,6,i,5,-2.2,-5
Cc1cccc(N2C(S)=C(C#N)C(=O)NC2c2ccco2)c1 (stereo not drawn),3,0.9,20,1.5,6,i,-8,-1.5,3
CC1CCCCN1C(=O)CN1C(=O)CSc2ccc(S(=O)(=O)N3CCOCC3)cc21 (stereo not drawn),-3,-0.6,5,0.9,-4,i,0,3.5,4
O=C(CSc1nc2ccccc2o1)N1CCCC1,0,-0.7,-5,-0.1,0,i,-13,·,-5
COc1ccc(OC)c(C2C3=C(CC(C)(C)CC3=O)Nc3nnnn32)c1 (stereo not drawn),-2,0.0,-2,0.6,0,-0.4,2,1.5,-1
Clc1nc(Cl)nc(N(c2ccccc2)c2ccccc2)n1,6,-0.8,5,-0.2,-3,-0.6,-1,-2.4,4
COc1cc2nc(NC(=O)c3ccc(F)cc3Cl)sc(=O)c2cc1OC,·,-0.2,-5,-0.8,8,-0.3,-15,1.7,2
COc1cc2c(C(=O)NCc3ccc4c(c3)OCO4)cn(C)c(=O)c2cc1OC,1,-0.5,1,-0.5,-2,1.9,-16,·,-7
CCOC(=O)CC(=O)CSc1nnc2c(n1)[nH]c1ccccc12,-9,-0.4,1,-0.4,-4,-0.2,0,·,4
CCOC(=O)c1c(C)oc2ccc(OC(=O)c3cccs3)cc12,-4,0.8,28,-0.5,-3,-0.2,-5,1.0,2
Cn1c(=O)c(C(=O)CCl)c(N)n(CC2CC2)c1=O,·,0.0,0,-0.1,-10,-0.8,-24,·,-1
O=C(O)c1ccc(NC(=O)c2ccco2)c(NC(=O)c2ccco2)c1,-8,-0.4,-3,-1.3,-13,-0.5,-10,0.7,-7
C[C@H](CO)N1C[C@H](C)[C@H](CN(C)CC2CC2)Oc2ccc(NC(=O)CCN3CCOCC3)cc2C1=O,-2,0.9,19,-0.6,0,-6.2,-16,-6.5&-0.9,·
O=C1COc2ccc(S(=O)(=O)NCCc3ccccc3)cc2N1,0,-0.5,3,0.9,1,-0.2,-2,3.2,-1
CC(=O)C(Sc1nccc(-c2cccs2)n1)C(C)=O,5,1.3,-5,0.1,-3,i,5,15*,-1
COc1cc2oc(=O)cc(CN3CCN(c4ccccc4OC)CC3)c2cc1Cl,7,·,·,0.7,-4,·,·,0.4,·
Cc1ccc(S(=O)(=O)N(CC(=O)N(C)C)c2cccc([N+](=O)[O-])c2)cc1,-10,-0.6,2,-1.0,-4,-0.9,-1,-2.4,-5
CCc1nnc(NC(=O)c2nc(S(=O)(=O)Cc3cccc(C)c3)ncc2Cl)s1,-1,-1.7,5,-0.2,1,-0.2,0,1.0,0

# Among those listed so far, these contain an aryl thioether with sulfur outside any ring:
SMILES,PrPC TRFRET,PfHsp40 yeast,Yp Topo-I inh,BoNT A protease,Anthrax LF prot,Vc quorum ag,PriA SSB inh,TcdB inh,SARS 3CLpro inh
Nc1nc(SCC(=O)NNc2c(Cl)cc(Cl)cc2Cl)n[nH]1,-7,-1.4,-4,-0.4,1,-0.2,-16,-0.6,2
CCN1CCN(C(=O)CSc2cc(=O)n(CC)c3ccccc23)CC1,-14,-1.1,2,-0.5,1,-0.6,-2,·,4
COCc1cc(C)nc(SCC(=O)Nc2ccc3c(c2)n(C)c(=O)n3C)c1C#N,-5,0.5,3,-0.3,-5,·,-20,0.2,3
COc1ccc(N2C(=O)CC(Sc3nnc(-c4ccccc4F)n3C)C2=O)cc1 (stereo not drawn),-2,5.9,-9,-0.4,-1,-0.3,-7,0.9,-3
CC(C)c1ccc(NC(=O)CSc2ncccc2C(=O)Oc2cccc([N+](=O)[O-])c2)cc1,-4,0.5,8,-0.1,0,-0.7,-9,1.0,-6
O=C(CSc1nc2ccccc2o1)N1CCCC1,0,-0.7,-5,-0.1,0,i,-13,·,-5
CCOC(=O)CC(=O)CSc1nnc2c(n1)[nH]c1ccccc12,-9,-0.4,1,-0.4,-4,-0.2,0,·,4
CC(=O)C(Sc1nccc(-c2cccs2)n1)C(C)=O,5,1.3,-5,0.1,-3,i,5,15*,-1
